HIF-2a block = blocks HIF-2a reporter activity; inhibition, % at 18.8 µM; 786-0 RCC cells HIF-2a reporter, luciferase luminescence, overnight; hit rate 0.72% among 360,000;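 active = inhibition of the luminescence signal of 40% or more relative to plate controls, in a single-dose primary screen at 18.75 µM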
Cardio protect = modulators protecting cardiomyocytes from myocardial damage | hit rate 0.63% among 360,000 | protection from H2O2 cell death, % at 20 µM | H9c2 cardiomyocytes, H2O2 injury protection, ATPLite, 2 h;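 active = compounds giving at least 50% protection of heart cells from peroxide-induced death in the single-dose screen, raw or plate-pattern-corrected value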;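 also: 0% = DMSO wells with peroxide and 100% = DMSO wells without peroxide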
m5-HT2A agonist = activates the mouse 5-HT2A serotonin receptor; P35363; CHO-K1 mHTR2A beta-arrestin complementation, luminescence; percent of 30 µM serotonin response; activation, % at 7.6 µM; hit rate 0.66% among 360,000;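 active = activation above a run cutoff, the mean activation of all tested compounds plus 3 SD, cut at about 14% in these data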;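 also: 0% = plate median of compound wells and 100% = 30 µM serotonin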
Target sequence (P35363 whole entry, looked up): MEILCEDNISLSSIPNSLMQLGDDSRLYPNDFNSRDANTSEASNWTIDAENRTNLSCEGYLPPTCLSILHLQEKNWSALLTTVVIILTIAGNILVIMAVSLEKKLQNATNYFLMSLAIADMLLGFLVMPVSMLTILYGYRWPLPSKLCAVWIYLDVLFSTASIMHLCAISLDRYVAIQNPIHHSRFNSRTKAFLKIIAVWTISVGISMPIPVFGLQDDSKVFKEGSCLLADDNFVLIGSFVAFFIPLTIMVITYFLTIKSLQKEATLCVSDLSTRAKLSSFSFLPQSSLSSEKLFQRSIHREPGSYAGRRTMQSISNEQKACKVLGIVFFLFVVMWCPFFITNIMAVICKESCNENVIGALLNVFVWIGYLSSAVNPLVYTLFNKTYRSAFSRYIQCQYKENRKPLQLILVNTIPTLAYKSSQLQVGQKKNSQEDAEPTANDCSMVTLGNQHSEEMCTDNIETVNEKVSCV
MITF TRPM1 inh = MITF TRPM1 promoter inhibition in SK-MEL-5 cells; SK-MEL-5 TRPM1 promoter luciferase, 24 h; inhibition, % at 12.5 µM; hit rate 0.83% among 330,000; AID 488899;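 active = mean inhibition across replicates of 60% or more, whatever share of single replicates reaches that level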; also: values of inactives mirror those of a sister screen read the other way
NR2E3 ag-1 = activates human photoreceptor nuclear receptor NR2E3; inhibition of corepressor binding, % at 4.78 µM; hit rate 0.12% among 320,000; AID 2300; GST-NR2E3/biotin-RetCOR TR-FRET, 1536-well; Q9Y5X4;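 active = percent inhibition above the cutoff of mean plus 3 SD of all tested compounds, set per screening campaign, cut at about 20% in these data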;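 also: 0% = DMSO wells and 100% = biotin wells as full block of FRET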
Target sequence (Q9Y5X4 whole entry, looked up): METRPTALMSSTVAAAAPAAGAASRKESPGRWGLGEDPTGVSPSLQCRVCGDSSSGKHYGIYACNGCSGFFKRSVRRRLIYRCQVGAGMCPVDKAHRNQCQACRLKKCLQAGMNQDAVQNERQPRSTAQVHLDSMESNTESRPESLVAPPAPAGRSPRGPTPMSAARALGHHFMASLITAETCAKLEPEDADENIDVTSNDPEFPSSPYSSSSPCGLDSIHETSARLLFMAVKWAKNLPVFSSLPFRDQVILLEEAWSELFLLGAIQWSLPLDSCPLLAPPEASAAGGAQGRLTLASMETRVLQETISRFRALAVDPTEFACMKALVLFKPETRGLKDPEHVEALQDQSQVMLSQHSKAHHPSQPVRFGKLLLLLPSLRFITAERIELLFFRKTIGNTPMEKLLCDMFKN
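Format: 1536-well format; test system: GST-NR2E3 and biotin-RetCOR proteins; read-out basis: percent inhibition of TR-FRET ratio; timing: 5 h incubation at 4 °C; detection: time-resolved FRET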
PDI turbidity = blocks human protein disulfide isomerase activity; P07237; PDI insulin aggregation turbidity, A650, 90 min; inhibition, % at 10 µM; hit rate 0.052% among 350,000;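 active = mean inhibition across replicates of 30% or more, whatever share of single replicates reach that level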;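 also: absorbance from insulin aggregation driven by PDI reduction with DTT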
CaV13 ICDI inh = Primary screen for inhibitors of IQ motif and Ca2+-dependent inactivation inhibitor domain binding in CACNA1D, Förster resonance energy transfer in living cells, … | HEK cells, CFP/YFP FRET ICDI-IQ, plate reader, 10 min; percent FRET-ratio fall versus neutral wells | inhibition, % at 12.3 µM | hit rate 0.098% among 340,000 | AID 743397;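 active = mean replicate inhibition of at least 30% and at least 1% of replicates passing that level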;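 also: 0% = median of the neutral control wells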
Shn3 inh set2 = inhibitors of Schnurri-3 3'UTR reporter in osteoblasts; Clone20 osteoblast Shn3 3'UTR firefly luciferase, 24 h; inhibition, % at 12.5 µM; hit rate 0.52% among 360,000;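 active = mean inhibition of at least 75% with every replicate also reaching 75%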;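 also: 0% = median of neutral control wells and 100% = pilot-screen positive control compound; some compounds past the cut are filed as inactive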
iPSC survival up = hiPSC single-cell survival enhancement; ATPlite luminescence; 100% = ROCK inhibitor wells, 0% = DMSO; survival enhancement, % at 20 µM; hit rate 0.044% among 360,000; in the data active = survival enhancement above about 18%;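 also: cells exposed to compounds for 16 hours before the ATP read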
Peg3 prom inh = Peg3 promoter activity inhibition | inhibition, % at 20 µM | AID 588405 | HeLa PEG-Prom luciferase reporter, luminescence, overnight | hit rate 1.7% among 360,000;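 active = inhibition of at least 50% at 20 µM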
NR2E3 ag-2 = activates human NR2E3 receptor. AID 602229. hit rate 0.35% among 360,000. Q9Y5X4. CHO-S Gal4-NCOR/VP16-NR2E3 two-hybrid, luciferase. inhibition of corepressor binding, % at 3.98 µM;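 active = inhibition above the mean of all tested compounds plus 3 SD, cut at about 70% in these data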;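 also: 0% = DMSO with NR2E3 transfected cells and 100% = cells lacking NR2E3 construct; higher means lower luciferase signal from less NR2E3 corepressor binding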
* marks the source's active call; other numbers are inactive results; / = not tested or not shown; & = joins results of further samples.

1	CSc1ccccc1NC(=O)CN(C)C(=O)C1CCN(C(=O)Nc2ccccc2)CC1
2	COC(=O)C[C@@H]1C[C@H]2c3cc(NS(C)(=O)=O)ccc3O[C@H]2[C@H](CO)O1
3	Cc1ccc(NC(=O)CN(C)C(=O)c2cccc(S(=O)(=O)N3CCc4ccccc4C3)c2)cc1
4	Cc1cccc(C(=O)NC2CCN(C(=S)NCc3ccco3)CC2)c1
5	C#C[C@]1(O)CC[C@H]2[C@@H]3CCc4cc(O)ccc4[C@H]3CC[C@@]21C
6	CN1CCN(C(=O)CNC(=O)C23CC4CC(CC(C4)C2)C3)CC1
7	NC(=S)N/N=C/c1ccc2c(c1)OCCO2
8	COc1ccc(OC)c(NC(=O)CSc2nnnn2C)c1
9	COc1ccc(C(NC(=O)c2ccco2)c2ccc(OC)c(OC)c2)cc1 (stereo not drawn)
10	O=C(O)c1cc(S(=O)(=O)N2CCCCCC2)c(Cl)cc1Cl
assay / compound	1	2	3	4	5	6	7	8	9	10
CaV13 ICDI inh	-7	-4	-5	-8	-5	-2	-19	-4	-6	-7
PDI turbidity	-1	-10	7	10	16	-15	9	5	-4	17
Peg3 prom inh	10	10	8	14	36	3	-68	6	10	-4
m5-HT2A agonist	3	4	6	-3	1	4	0	0	3	-1
iPSC survival up	-0.5	0.7	2.9	-2.9	-1.4	0.8	-1.4	0.5	3.2	5.8
HIF-2a block	-6	7	5	2	-41	16	-100	12	10	0
NR2E3 ag-1	-1	/	/	3	-2	/	-1	2	5	4
NR2E3 ag-2	20	-8	10	-5	6	-23	-44	3	-2	2
Cardio protect	0	-11	-1	-1	1	-4	-3	5	8	6
Shn3 inh set2	-3	6	-9	0	-22	-16	-80	2	2	-43
MITF TRPM1 inh	5	/	/	-2	3	-9	3	12	11	-7

11	Fc1ccc(C2=CC(c3ccco3)n3nnnc3N2)cc1 (stereo not drawn)
12	CCC1(c2ccc(Cl)cc2)NC(=O)N(CC(=O)NC2CCCCCC2)C1=O (stereo not drawn)
13	O=C(NNc1ccccc1F)C1CCC1
14	COc1ccc(OC)c(-c2cc(C3CCN(c4ncccc4[N+](=O)[O-])CC3)[nH]n2)c1
15	Oc1ccc(/C=N/NC(=S)Nc2cccnc2)cc1
16	COC(=O)c1ccccc1NC(=O)NCCc1ccccc1OC
17	CN1CCN(CC#CCn2c3ccccc3c3ccccc32)CC1
18	CC(=O)N1Cc2ccccc2CC1C(=O)N1CCN(c2ccccc2)CC1 (stereo not drawn)
19	O=C(NCc1ccco1)[C@@H]1CCCN1C(=O)c1cccs1
20	Cc1cc(C)c2[nH]c(=O)c(CN(Cc3cccs3)C(=S)NCc3ccco3)cc2c1
assay / compound	11	12	13	14	15	16	17	18	19	20
CaV13 ICDI inh	-17	-5	-3	-3	-3	-7	-7	-2	-4	-5
PDI turbidity	-2	-1	7	9	-4	-6	-5	0	2	0
Peg3 prom inh	-1	0	-7	28	-132	-106	-2	13	2	41
m5-HT2A agonist	1	3	2	-2	-1	-4	-4	3	-4	-1
iPSC survival up	-0.6	-0.1	-0.4	-2.1	-0.6	2.7	-1.0	-0.8	1.1	1.1
HIF-2a block	0	13	30	20	-119	-204	10	6	12	24
NR2E3 ag-1	0	/	2	-3	4	2	5	0	-1	0
NR2E3 ag-2	8	-5	20	2	-130	-26	-24	7	-10	-34
Cardio protect	2	-2	2	1	-12	-8	12	2	-1	-12
Shn3 inh set2	/	-1	-4	18	-8	-26	1	-6	9	19
MITF TRPM1 inh	/	-6	11	-2	-27	-20	-21	7	3	3

Reprinted at random: 2 compounds from above
14	COc1ccc(OC)c(-c2cc(C3CCN(c4ncccc4[N+](=O)[O-])CC3)[nH]n2)c1
15	Oc1ccc(/C=N/NC(=S)Nc2cccnc2)cc1
assay / compound	14	15
CaV13 ICDI inh	-3	-3
PDI turbidity	9	-4
Peg3 prom inh	28	-132
m5-HT2A agonist	-2	-1
iPSC survival up	-2.1	-0.6
HIF-2a block	20	-119
NR2E3 ag-1	-3	4
NR2E3 ag-2	2	-130
Cardio protect	1	-12
Shn3 inh set2	18	-8
MITF TRPM1 inh	-2	-27

Single records, from the list above:
COc1ccc(OC)c(-c2cc(C3CCN(c4ncccc4[N+](=O)[O-])CC3)[nH]n2)c1 is listed as CaV13 ICDI inh = -3; PDI turbidity = 9; Peg3 prom inh = 28; m5-HT2A agonist = -2; iPSC survival up = -2.1; HIF-2a block = 20; NR2E3 ag-1 = -3; NR2E3 ag-2 = 2; Cardio protect = 1; Shn3 inh set2 = 18; MITF TRPM1 inh = -2
NC(=S)N/N=C/c1ccc2c(c1)OCCO2 is listed as CaV13 ICDI inh = -19; PDI turbidity = 9; Peg3 prom inh = -68; m5-HT2A agonist = 0; iPSC survival up = -1.4; HIF-2a block = -100; NR2E3 ag-1 = -1; NR2E3 ag-2 = -44; Cardio protect = -3; Shn3 inh set2 = -80; MITF TRPM1 inh = 3
CN1CCN(CC#CCn2c3ccccc3c3ccccc32)CC1 is listed as CaV13 ICDI inh = -7; PDI turbidity = -5; Peg3 prom inh = -2; m5-HT2A agonist = -4; iPSC survival up = -1.0; HIF-2a block = 10; NR2E3 ag-1 = 5; NR2E3 ag-2 = -24; Cardio protect = 12; Shn3 inh set2 = 1; MITF TRPM1 inh = -21

Carrying on.
21	Cc1cc(-c2nn(C)c(=O)c3ccccc23)cc(C)c1O
22	C=CCn1c(SCC(=O)NC2CCCCC2)nnc1C1CCCCC1
23	CC(C)CN(C(=O)COC(=O)c1ccccc1SCC(=O)N1CCCC1)C1CCS(=O)(=O)C1 (stereo not drawn)
24	COc1cccc(C(=O)CN2C3=NCCCN3c3ccccc32)c1
25	COc1ccc(-c2csc(CCN3N=C(C)CC3=O)n2)cc1
26	N#C/C(=C\c1cn(-c2ccccc2)nc1-c1cc2ccccc2o1)c1nc2ccccc2[nH]1
27	CCOC(=O)CN(C(=O)Cn1nnc(-c2ccc(OC)cc2)n1)C(C(=O)NC1CCCC1)c1ccc(F)cc1 (stereo not drawn)
28	Cn1nnnc1SCc1ccccc1[N+](=O)[O-]
29	COc1ccc(CC(=O)OCn2nnc3ccccc3c2=O)cc1
30	COc1cc(NC(=O)c2cccs2)c(OC)cc1NC(=O)CCC(=O)Nc1ccc(C)cc1
assay / compound	21	22	23	24	25	26	27	28	29	30
CaV13 ICDI inh	-5	-2	-2	-4	6	-6	-9	-4	-2	-3
PDI turbidity	8	-2	-4	-10	0	4	0	3	3	1
Peg3 prom inh	11	19	8	-8	-6	-33	18	2	15	24
m5-HT2A agonist	8	-1	-5	-2	-1	3	1	4	1	-5
iPSC survival up	0.2	2.3	-0.4	0.9	0.0	-1.6	1.1	4.0	7.1	0.1
HIF-2a block	5	16	-1	6	-32	-125	4	1	14	1
NR2E3 ag-1	2	3	/	0	3	-2	2	-4	1	-1
NR2E3 ag-2	-13	23	-6	-32	5	-51	0	-16	11	13
Cardio protect	-2	10	16	8	-10	11	1	7	-12	4
Shn3 inh set2	-6	0	1	-18	-11	-31	-3	-11	-20	-12
MITF TRPM1 inh	-2	7	-2	0	7	-23	5	5	-34	6

31	Cc1cccc(C)c1NC(=O)CN(C)C(=O)Cn1c(=O)cnc2ccccc21
32	Cc1nnc(SCC(=O)N2CCOCC2)[nH]c1=O
33	O=S1(=O)C[C@@H](N2CCOCC2)[C@H](N2CCOCC2)C1
34	C/C(=N\NC(=O)c1cccc(O)c1)c1cccc(NC(=O)c2ccc(F)cc2)c1
35	Cc1occc(=O)c1OCc1c(Cl)cccc1Cl
36	O=C(CN(C(=O)CNS(=O)(=O)c1ccccc1)c1ccc(Cl)cc1)NCC1CCCO1 (stereo not drawn)
37	O=C(O)c1cc2c(ncc3c(=O)n(-c4ccccc4)[nH]c32)s1
38	O=C(O)c1cc(-c2ccc(Br)s2)nc2ccccc12
39	Cc1ccc(S(=O)(=O)Nc2c(C)n(C)n(-c3ccccc3)c2=O)cc1
40	Cc1ccc(NCC(=O)Nc2cccc(S(=O)(=O)N(C)C)c2)cc1S(=O)(=O)N1CCCCCC1
assay / compound	31	32	33	34	35	36	37	38	39	40
CaV13 ICDI inh	/	-5	-1	/	-19	-4	-5	-4	-1&-5	-6
PDI turbidity	8	-3	17	-10	-3	-6	/	2	5&5	0
Peg3 prom inh	12	8	1	-154	-6	-13	8	-67	24&15	15
m5-HT2A agonist	0	1	0	-3	-5	-3	-3	4	0&-2	1
iPSC survival up	-0.2	-0.3	1.3	-0.6	-0.6	1.0	0.6	0.2	4.5&0.5	-0.4
HIF-2a block	-7	9	14	-113	3	9	8	-120	7&16	34
NR2E3 ag-1	1	4	2	0	-1	-1	/	/	0&-1	1
NR2E3 ag-2	-45	0	-12	-84	17	-27	5	-93	9&3	18
Cardio protect	0	2	-2	-2	5	2	-1	-9	1&6	-19
Shn3 inh set2	-25	-12	19	-61	3	64	6	-24	0&17	78
MITF TRPM1 inh	2	4	-14	-40	-34	-4	/	-13	8&-1	31

41	COc1ccc(-n2c(=O)c(CCC(=O)N3CCC(C)CC3)nc3ccccc32)cc1
42	CCC(C)(C)NC(=O)C(c1cccs1)N(C(=O)c1ccn[nH]1)c1cccc(OC)c1 (stereo not drawn)
43	COc1ccc(C)c2sc(N(CCCN(C)C)C(=O)CS(=O)(=O)c3ccc(F)cc3)nc12
44	Cn1cc(SCC(=O)N2CCOCC2)c2ccccc21
45	COc1cc(C(=O)NNC(=S)NC(=O)c2ccc(Cl)cc2)cc(OC)c1OC
46	CN(C(=O)c1cccc(NC(=O)Cc2cccc(NC(=O)C3CCN(C(=O)C4CCCC4)CC3)c2)c1)C1CC1
47	C/C(Cc1ccccc1)=N\NC(=O)CNC(=O)c1ccccc1F
48	Cc1cccc(COCC(CC(C)C)N2CCN(C(=O)c3ccc(C(F)(F)F)cc3)CCC2=O)c1 (stereo not drawn)
49	Cc1cccc2cncc(OCc3nnc(SC(F)F)n3C)c12
50	Cc1nn(CCC(=O)Nc2cccc(C#N)c2)c(C)c1S(=O)(=O)N1CCCCC1
51	CCOC(=O)c1[nH]c(C)c(C(=O)NCc2cccnc2)c1C
52	Cc1cc(Oc2ccc(=O)n(C)n2)nc(Oc2ccc(=O)[nH]n2)n1
assay / compound	41	42	43	44	45	46	47	48	49	50	51	52
CaV13 ICDI inh	-16	-5	-5	7	-3	-8	-4	-9	-7	-2	-2	-7
PDI turbidity	3	14	1	/	7	12	4	1	0	-2	/	1
Peg3 prom inh	-5	15	-5	-34	8	1	-12	2	4	8	10	-6
m5-HT2A agonist	-4	-1	3	14	-3	-7	-1	5	6	1	9	-1
iPSC survival up	-0.8	-2.1	-0.6	1.6	-0.7	-1.5	0.6	-0.6	0.4	1.3	-0.6	-1.7
HIF-2a block	6	15	0	-69	26	7	-10	-1	16	6	2	8
NR2E3 ag-1	2	0	-1	3	1	/	2	3	-4	-1	0	2
NR2E3 ag-2	-11	-9	9	-13	18	-15	-9	-27	-12	7	7	-2
Cardio protect	7	12	3	8	32	-7	4	-3	7	-5	-2	-6
Shn3 inh set2	0	-54	-19	-38	22	-16	-1	11	2	5	-5	-8
MITF TRPM1 inh	/	-4	4	/	21	4	-1	5	3	-2	6	-7

Compound activity from PubChem.
